MITF inh: blocks human microphthalmia-associated transcription factor; AlphaScreen MITF homodimerization, bead proximity signal; inhibition, % at 2.6 µM; 650,000 compounds, 0.91% hits; AID 1259374; in the data active = inhibition above about 50%;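 also: 0% = vehicle wells with protein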
TEAD-YAP inh: TEAD-YAP interaction inhibition | AID 1259422 | inhibition, % at 9.12 µM | HEK-TIYL cells, TEAD-Gal4/YAP UAS-luciferase luminescence | 640,000 compounds, 1.4% hits; in the data active = inhibition above about 32%;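 also: 0% = median of test compound wells and 100% = reference inhibitor wells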
GPR151 ag: activators of human GPR151. activation, % at 11.2 µM. 650,000 compounds, 1% hits. PathHunter beta-arrestin GPR151 cells, luminescence. Q8TDV0. AID 1508602; in the data active = activation above about 4.9%;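 also: 0% = median of compound wells and 100% = cells with positive control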
FBW7 activator: activators of human E3 ligase FBW7; normalized activity (activation), % at 26.1 µM; AID 1259310; AlphaScreen FBW7–phospho-cyclin E peptide binding, activator screen; 650,000 compounds, 0.13% hits; in the data active = normalized activity above about 1.9%;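 also: purified mutant Fbw7 with reduced substrate affinity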
Target sequence (Q969H0 whole entry, looked up): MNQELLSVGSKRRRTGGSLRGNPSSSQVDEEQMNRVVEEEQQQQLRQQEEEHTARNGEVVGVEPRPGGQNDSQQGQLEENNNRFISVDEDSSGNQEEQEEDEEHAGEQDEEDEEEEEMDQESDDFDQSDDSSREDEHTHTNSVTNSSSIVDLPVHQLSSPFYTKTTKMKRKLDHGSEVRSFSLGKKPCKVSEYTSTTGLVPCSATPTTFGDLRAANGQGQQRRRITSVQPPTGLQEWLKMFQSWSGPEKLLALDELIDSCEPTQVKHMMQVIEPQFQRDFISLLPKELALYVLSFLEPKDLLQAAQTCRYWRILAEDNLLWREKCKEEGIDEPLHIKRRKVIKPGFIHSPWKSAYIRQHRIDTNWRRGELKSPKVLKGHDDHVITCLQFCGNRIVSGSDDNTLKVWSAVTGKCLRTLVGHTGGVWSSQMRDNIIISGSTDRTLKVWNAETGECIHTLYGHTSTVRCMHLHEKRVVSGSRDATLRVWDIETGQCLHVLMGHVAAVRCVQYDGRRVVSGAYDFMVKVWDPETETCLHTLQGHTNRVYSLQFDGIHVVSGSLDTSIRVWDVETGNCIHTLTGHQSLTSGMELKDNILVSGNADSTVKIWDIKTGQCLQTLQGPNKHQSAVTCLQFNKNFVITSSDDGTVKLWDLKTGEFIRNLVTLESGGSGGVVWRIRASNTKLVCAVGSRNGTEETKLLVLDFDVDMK
An asterisk follows results filed as active; . = no result given.

SMILES	MITF inh	TEAD-YAP inh	GPR151 ag	FBW7 activator
CN(C)/C=N/c1c(C#N)cnn1-c1ccc(C(F)(F)F)cn1	-3	-13	-0.7	0.0
Cc1cc(OCC(=O)NC(C)(C)C)cc(C)c1Cl	10	-5	0.1	0.1
Cc1ccc(CC2SC(=O)NC2=O)cc1 (centres undefined)	-13	-4	2.2	-0.2
CCN(CC)S(=O)(=O)c1ccc(C(=O)OCC(=O)c2ccccc2)cc1	1	6	0.7	0.0
CCCCSCC(O)CN1CCOCC1 (centres undefined)	-2	-1	-1.2	0.0
Cc1ccc(CNCc2c(C(=O)O)c(C)n(Cc3ccccc3C)c2C)cc1	4	0	-0.3	0.0
COc1cc(SC)ccc1C(=O)OCC(=O)c1ccc(Br)s1	11	2	-0.3	0.5
O=C1NC(=O)c2c(NC(=O)c3c4ccccc4cc4ccccc34)cccc21	15	-5	0.1	0.4
CC(=O)O[C@H]1C(=O)[C@@]2(C)C([C@H](OC(=O)c3ccccc3)[C@]3(O)C[C@H](OC(=O)[C@H](O)[C@@H](NC(=O)c4ccccc4)c4ccccc4)C(C)=C1C3(C)C)[C@]1(OC(C)=O)CO[C@@H]1C[C@@H]2O (some centres undefined)	23	.	-1.6	-0.1
COc1ccc(/C=C2\NC(=O)NC2=O)cc1OC	-3	1	2.4	-0.2
COc1ccc(C[C@@H]2NC(=O)[C@H]3CN(Cc4cccc5ncccc45)CCN3C2=O)cc1	8	-3	-0.6	0.8
C#CCNC(=O)C1CCCN(c2nc3ccccc3n2C)C1 (centres undefined)	12	6	-0.1	0.0
COc1ccc(C(NC(=O)/C=C\C(=O)O)c2ccccc2)cc1 (centres undefined)	2	5	-0.3	0.3
Cc1ccc(S(=O)(=O)NCc2nc(N3CCCC3)c3cc(Cl)ccc3n2)s1	-5	2	-0.3	-0.1
CCOC(=O)c1ccc(NC(=O)C(=O)N/N=C/c2ccc(SC)cc2)cc1	3	4	3.1	0.0
CCC1CN(CC(=O)N2CCC[C@H]2C(=O)OC)Cc2ccc(Cl)cc2O1 (some centres undefined)	11	-2	-0.4	1.1
c1ccc2c(c1)CCN(c1nccc(NCCN3CCOCC3)n1)C2	0	-2	-1.3	0.0
CC(=O)Nc1ccccc1NC(=O)C/C(C)=N/NC(=O)c1cccnc1	9	-4	0.8	-0.1
N#CCCN(C(=O)COC(=O)c1cc(=O)c2ccccc2o1)c1ccccc1	-4	8	-1.0	-0.1
COC(=O)COc1ccc2c(=O)c(Oc3ccc(F)cc3)c(C)oc2c1C	1	10	0.3	-0.1
CCOC(=O)N1CCN(CCC(=O)c2ccc(OCC)cc2)CC1	2	1	-1.3	-0.1
COc1cc2c(cc1OC)C(COc1ccccc1OC)N(C(=O)COc1ccc3ccccc3c1)CC2 (centres undefined)	-10	0	1.8	-0.1
O=C(Nc1ccc([N+](=O)[O-])cc1)c1ccc2c(c1)C1C=CCC1C(c1ccc(Cl)cc1)N2 (centres undefined)	-5	-4	-0.5	0.0
COC(=O)C1=C(C)N(C)C(C)=C(C(=O)OC)C1c1ccc(Br)cc1	-1	-2	-1.3	0.3
O=C(NC(=S)Nc1ccc(F)cc1)c1ccc2c(c1)OCCO2	-1	-24	-0.5	-0.1

2 of the compounds above, with two lines to a compound.
Values in the order – MITF inh | TEAD-YAP inh | GPR151 ag | FBW7 activator
Cc1ccc(S(=O)(=O)NCc2nc(N3CCCC3)c3cc(Cl)ccc3n2)s1
  -5 | 2 | -0.3 | -0.1
CCOC(=O)c1ccc(NC(=O)C(=O)N/N=C/c2ccc(SC)cc2)cc1
  3 | 4 | 3.1 | 0.0

In the list so far, two contain bromine:
SMILES	MITF inh	TEAD-YAP inh	GPR151 ag	FBW7 activator
COc1cc(SC)ccc1C(=O)OCC(=O)c1ccc(Br)s1	11	2	-0.3	0.5
COC(=O)C1=C(C)N(C)C(C)=C(C(=O)OC)C1c1ccc(Br)cc1	-1	-2	-1.3	0.3

More entries follow:
SMILES	MITF inh	TEAD-YAP inh	GPR151 ag	FBW7 activator
O=C(NNc1c(Cl)cc(Cl)cc1Cl)c1ccc(=O)[nH]n1	6	12	-0.4	0.1
CCOC(=O)C1=C(C)N=c2s/c(=C/c3ccccc3OC)c(=O)n2C1c1ccc(OC(C)=O)c(OC)c1 (centres undefined)	-2	-6	-0.9	0.0
Cn1nc(C(=O)OCN2C(=O)c3ccccc3C2=O)c2ccccc2c1=O	-14	-3	0.0	0.0
Cc1ccc(N(CC(=O)N2CCOCC2)S(=O)(=O)c2ccc(Cl)cc2)cc1	13	9	3.1	0.0
Cc1ccc(C(=O)CCC(=O)Nc2cccc(C(F)(F)F)c2)cc1	2	3	-0.8	-0.1
CCc1nn(CC(=O)N2CCN(C3CCCCC3)CC2)c(=O)c2cc3sccc3n12	2	-14	-0.2	0.1
NC(=O)CCC(=O)N1CCCC(CNC(=O)C2(c3ccc(Cl)cc3)CC2)C1 (centres undefined)	15	-6	0.7	0.0
CCCOc1ccc(-c2csc(NC(=O)CS(=O)(=O)c3ccccc3)n2)cc1	3	-5	0.1	-0.2
COc1cc(C(=O)NCC(=O)N=Nc2c(O)[nH]c3ccccc23)cc(OC)c1OC	-13	6	-2.0	-0.1
O=C(COc1cccc(Cl)c1)N/N=C/c1ccc(O)c([N+](=O)[O-])c1	12	6	0.3	0.0
Cc1cc(C)cc(S(=O)(=O)N(C#N)c2nc(C)cc(C)n2)c1	-11	6	0.0	-0.1
CC(C)(C)n1nc2c(c1NC(=O)c1cccc([N+](=O)[O-])c1)CSC2	14	12	-0.2	-0.1
CCc1ccc(S(=O)(=O)NCCc2csc(-c3ccccc3)n2)s1	0	1	0.6	0.0
CCOc1cc([N+](=O)[O-])cc(/C=C2/NC(=O)N(Cc3ccccc3F)C2=O)c1O	21	-6	-1.1	0.0
Cc1ccc(C(=O)N2C(C(=O)O)CSC2c2ccccc2Cl)cc1 (centres undefined)	7	9	-1.3	0.2
Cc1nc(N2CCOCC2)c2c(C)c(C(=O)NCCC3=CCCCC3)sc2n1	16	-23	-1.4	0.5
COc1cccc(OC)c1C(=O)NCc1nc(-c2cccc(C)c2)no1	13	3	1.5	0.1
CCCOC(=O)c1cccc(NC(=O)COc2ccccc2OC)c1	-7	-6	1.0	0.3
CC(=O)Nc1nc2ccc(N=Cc3nc(-c4cccc5ccccc45)oc3O)cc2s1	20	-15	-0.4	0.0
COc1cc(/C=N/NC(=O)c2nonc2N)ccc1OCC(=O)O	-1	-10	-0.7	-0.1
CC(=O)N1CCc2cc(S(=O)(=O)CCC(=O)Nc3cccc4c3CCCC4)ccc21	1	13	3.4	0.1
Cc1cc(N2CCCCC2)nc(NCCNS(=O)(=O)N(C)C)n1	12	27	0.5	0.0
CCOC(=O)c1cc2c(c(CSc3nc4ccccc4c(=O)n3Cc3ccco3)c1)OCOC2	-7	-8	-0.8	0.4
N#Cc1ccc(NC(=O)COC(=O)c2ccccc2I)cc1	1	-15	0.1	0.0
COc1ccc(-c2cccc(NC(=O)c3cc(Cl)ccc3Cl)c2)nn1	13	6	-0.5	0.2

Next section
SMILES	MITF inh	TEAD-YAP inh	GPR151 ag	FBW7 activator
CN(C)CCNC(=S)Nc1ccc(F)c(F)c1F	6	4	2.0	0.4
COc1ccc(C2=NN(CC(=O)NCC(OC)OC)C(=O)CC2)cc1	-4	-10	-0.3	0.1
Cc1ncc(CO)c2cc(C(=O)Nc3cccc(Cl)c3Cl)c(=N)oc12	3	8	-0.2	0.1
O=c1cc(Nc2ccc3c(c2)OCCO3)[nH]c(=O)n1-c1ccc(Br)cc1	4	9	-1.1	0.0
COc1cc(C(C#N)N2N=C(c3ccccc3)CC2c2ccccc2)ccc1O (centres undefined)	0	-32	-0.1	-0.1
CC(=O)c1ccc(NC(=O)Nc2cccc(Cl)c2)cc1	-8	-56	1.3	0.2
O=C(NCc1ccc2c(c1)OCO2)c1ccc(Cn2c(=O)[nH]c3ccccc3c2=O)cc1	8	0	0.6	0.0
Cc1sc2nc(CN3CCCC3)nc(NCc3ccncc3)c2c1C	11	11	-0.5	0.3
Cc1cc(-n2cccn2)ccc1CN1CCN(Cc2ccc(F)cc2)C(CCO)C1 (centres undefined)	10	1	-1.1	0.2
CCOC(=O)c1ccc(NC(=O)NNC(=O)c2cc(C)nc3ccccc23)cc1	-10	-2	0.7	-0.1
COc1ccc(Cl)cc1NC(=O)c1cnn2cccnc12	1	4	-1.5	0.0
O=C(CNCc1ccccn1)Nc1ccc([N+](=O)[O-])cc1C(=O)Nc1ccccc1F	75*	-8	-1.9	-1.9
COc1ccc(/C=C2/SC(=S)NC2=O)c(OC)c1OC	4	-5	0.3	-0.2
CCOC(=O)c1ccccc1NC(=O)CN(c1ccccc1F)S(C)(=O)=O	-15	4	5.0*	-0.1
COc1ccc(-c2nc(NCc3nc4ccccc4[nH]3)c3ncn(CCN4CCCC4=O)c3n2)cc1	11	6	2.0	0.3
Nc1cccc(NS(=O)(=O)c2ccc(F)cc2)c1	-2	-3	1.3	-0.1
COc1cc(Cl)c(C)cc1NC(=O)CCNC(=O)Cn1cnc2sc3c(c2c1=O)CCCC3	-1	4	0.3	-0.1
CCn1nnnc1-c1ccc(OC)c(S(=O)(=O)Nc2ccc(OC)c(Cl)c2)c1	-1	-3	0.2	0.0
COc1cc(OC)cc(-n2nc(C(=O)Nc3ccc4c(c3)OCCO4)c3ccccc3c2=O)c1	6	-1	2.3	0.7
CS(=O)(=O)N(CC(=O)N1CCCCCC1)c1ccc(F)cc1	-5	16	-1.2	0.0
CCCCNc1nc(SCC(=O)c2ccccc2)nc2ccccc12	0	2	-1.6	-0.1
O=C(O)CN1C(=O)S/C(=C\C=C\c2ccccc2)C1=O	-7	3	-0.9	-0.1
CCS(=O)(=O)Nc1cccc(C)c1	11	2	-1.3	-0.2
O=[N+]([O-])c1ccc(-c2csc(=Nc3cccc(Br)c3)n2-c2cccc(Br)c2)cc1	9	3	0.6	-0.1
O=C(Nc1noc2ccccc12)c1c(F)cccc1F	-6	57*	-12	-0.1

One compound at a time, from the list above. Order of screens: MITF inh | TEAD-YAP inh | GPR151 ag | FBW7 activator
Profile of `Cn1nc(C(=O)OCN2C(=O)c3ccccc3C2=O)c2ccccc2c1=O` : -14 | -3 | 0.0 | 0.0
Profile of `CCOC(=O)C1=C(C)N=c2s/c(=C/c3ccccc3OC)c(=O)n2C1c1ccc(OC(C)=O)c(OC)c1` (centres undefined) : -2 | -6 | -0.9 | 0.0
Profile of `CCc1nn(CC(=O)N2CCN(C3CCCCC3)CC2)c(=O)c2cc3sccc3n12` : 2 | -14 | -0.2 | 0.1

(further entries)
SMILES	MITF inh	TEAD-YAP inh	GPR151 ag	FBW7 activator
COC(=O)/C(=C\c1ccccc1Cl)NC(=O)c1ccco1	20	12	1.1	0.6
CCCc1nc(SCC(=O)N2CCC(C)CC2)c2ccccc2n1	-4	-5	-0.9	0.0
CCOC(=O)C1=C(C)N=c2s/c(=C/c3ccc(Br)s3)c(=O)n2C1c1cccs1 (centres undefined)	13	14	2.8	-0.1
CN(C)CCCN1C(=O)c2oc3ccc(Cl)cc3c(=O)c2C1c1cccnc1 (centres undefined)	5	5	0.1	1.3
Cn1c(=O)c(C(=O)N2CCN(c3cccc(Cl)c3)CC2)cc2cccnc21	-8	-9	1.0	-0.2
CNC(=S)N1CCC(NC(=O)C23CC4CC(CC(C4)C2)C3)CC1	14	-4	-0.8	1.8
COc1nccnc1NS(=O)(=O)c1ccc(N/C=C2\CCCCC2=O)cc1	9	3	-0.6	-0.1
CCN(c1ccccc1)S(=O)(=O)c1ccc2[nH]cc(C(=O)NCCc3ccccc3)c(=O)c2c1	-4	4	0.8	0.0
CCC(C)OC(=O)C1=C(C)NC2=C(C(=O)CC(C)(C)C2)C1c1ccc(C(F)(F)F)cc1 (centres undefined)	13	13	0.7	0.3
O=C(O)Cc1ccc(NC(=O)Cc2cccs2)cc1	11	10	0.2	0.0
Cc1nc(NC2CC2)cc(-c2ccccc2F)n1	-2	-18	0.0	-0.1
CN(Cc1ccccc1)S(=O)(=O)c1ccc(NC2=NS(=O)(=O)c3ccccc32)cc1	-18	-12	1.2	-0.1
COc1ccccc1CCNC(=O)C1CCCc2sc(NC(=O)c3ccc(Cl)cc3)nc21 (centres undefined)	9	-22	-0.4	-0.1
Cn1c(SCC(N)=O)nnc1-c1sc2ccccc2c1Cl	1	-2	-0.9	-0.1
CCC(=O)Nc1ccc(Cl)c(NC(=O)c2cc([N+](=O)[O-])ccc2N2CCOCC2)c1	-20	1	-0.8	0.6
CCOC(=O)N1CCN(S(=O)(=O)CC23CCC(CC2=O)C3(C)C)CC1 (centres undefined)	5	4	-1.1	0.1
COc1ccc(C2=CC(c3cccc(OC)c3OC)n3nnnc3N2)cc1 (centres undefined)	6	-8	-0.2	0.0
COc1cc(/C=C2/C(C)=C(C#N)c3nc(N)c(C#N)c(C)c32)cc(OC)c1O	20	2	-1.4	0.1
Cc1nn(C(C)C(=O)NC(C)C)c(=O)c2cc3sccc3n12 (centres undefined)	-3	-2	-1.4	0.2
Cc1ccc(Cl)cc1NC(=O)C1CCCC1	-5	-3	2.5	0.1
CN1CCC(N2CCOc3ccc(CN4CCOCC4)cc3C2)CC1	12	2	-0.7	-0.1
Cc1nn(C)c(C)c1-c1ncc(C(=O)NC2CCN(Cc3ccccc3)CC2)s1	-7	-2	0.4	0.0
COc1ccccc1C1/C(=C(/O)c2ccccc2)C(=O)C(=O)N1CCc1ccccc1 (centres undefined)	15	-5	-0.3	0.7
COC(=O)c1ccc(C(=O)OC)c(NC(=O)Nc2ccc([N+](=O)[O-])cc2OC)c1	13	0	0.5	-0.2
Nc1cccc(C(=O)Nc2ccccc2C(=O)O)c1	11	2	-5.6	0.0
